Source: PubChem BioAssay (several laboratories)
V-ATPase pHluor – regulators of yeast V-ATPase proton transport | S. cerevisiae, pHLuorin cytosolic pH fluorescence | response, % at 10 µM | actives 0.37% (n = 350,000); in the data active = response mostly above about 7.3%, no sharp cut-off; inactive = mostly below about 5.4%; note: actives read high; inactives centre near 0; some compounds called inactive have numbers as strong as hits; reference of the scale not given here
Arrestin-AP2 inh – inhibitors of human beta-arrestin and AP2 interaction; FITC-arrestin peptide / GST-AP2 beads, flow cytometry; AP2 beta2 appendage carries R879A mutation; inhibition, % at 10 µM; actives 0.31% (n = 340,000);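 active = inhibition above a set limit, near 3 SD of compounds lacking own fluorescence, cut at about 54% in these data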;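 note: plate controls were DMSO wells for no effect and 5 µM unlabelled arrestin peptide for full effect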
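Test system: GST-tagged AP2 beta2-adaptin appendage (R879A) on 4 µm glutathione beads; also added: fluorescein-tagged arrestin peptide at 50 nM final; timing: 12 min plus 1 h, RT; signal: flow cytometry, FL1 (488/535 nm); read-out: percent drop in bead-associated FITC signal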
PKA-R2B activ – activators of human PKA-R2B complex. actives 0.079% (n = 340,000). PKA-R2B holoenzyme dissociation, Cy5-IP20 fluorescence polarization; R2B truncated from residue 108, S112A mutant; 0% DMSO only, 100% 113 µM cGMP. activation, % at 11.4 µM;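 active = activation above a cutoff set at the mean over all compounds plus 3 SD, cut at about 18% in these data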;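 note: higher means more holoenzyme dissociation and a rise in polarization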
Target sequence (P31323 whole entry, looked up, other chains not shown, the tested form may be a part): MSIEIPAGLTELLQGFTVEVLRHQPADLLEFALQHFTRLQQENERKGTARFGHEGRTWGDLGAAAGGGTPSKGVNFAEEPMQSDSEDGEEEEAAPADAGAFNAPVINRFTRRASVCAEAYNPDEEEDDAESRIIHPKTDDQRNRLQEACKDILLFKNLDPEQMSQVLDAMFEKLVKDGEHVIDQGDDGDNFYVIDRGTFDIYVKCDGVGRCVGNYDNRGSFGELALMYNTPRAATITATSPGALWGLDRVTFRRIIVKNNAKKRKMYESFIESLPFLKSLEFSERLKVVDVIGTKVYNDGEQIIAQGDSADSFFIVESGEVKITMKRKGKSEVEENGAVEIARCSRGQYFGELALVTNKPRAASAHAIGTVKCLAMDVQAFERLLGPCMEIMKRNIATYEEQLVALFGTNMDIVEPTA
OPRM1-OPRD1 ag – agonists of human mu-delta opioid receptor heterodimerization; P35372+P41143; cells, OPRM1-OPRD1 heterodimerization, luminescence; activation, % at 9.3 µM; actives 0.3% (n = 340,000); AID 504326; in the data active = activation above about 18%;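 note: 0% = vehicle-treated cells and 100% = reference agonist; values of inactives mirror those of a sister screen read the other way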
DSG3 Ab inh – inhibitors of pemphigus antibody binding to human desmoglein-3; P32926; DSG3-coupled beads, scFv-anti-DSG3-GFP binding, flow cytometry; stronger effect = lower value; binding (percent of control), % at 10 µM; actives 0.48% (n = 310,000); AID 588358;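 active = binding more than 3 SD below its plate's average and above zero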;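 note: hits lower antibody fragment binding to DSG3; some compounds called inactive have numbers as strong as hits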
DAGLB inh – blocks human DAGLB lipase activity. Q8NCG7. HEK293T DAGLB membrane lysate, EnzChek fluorogenic substrate. inhibition, % at 5.17 µM. actives 0.059% (n = 340,000); in the data active = inhibition above about 34%;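 note: 0% = enzyme with vehicle and 100% = wells lacking enzyme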
Target sequence (Q8NCG7 whole entry, looked up): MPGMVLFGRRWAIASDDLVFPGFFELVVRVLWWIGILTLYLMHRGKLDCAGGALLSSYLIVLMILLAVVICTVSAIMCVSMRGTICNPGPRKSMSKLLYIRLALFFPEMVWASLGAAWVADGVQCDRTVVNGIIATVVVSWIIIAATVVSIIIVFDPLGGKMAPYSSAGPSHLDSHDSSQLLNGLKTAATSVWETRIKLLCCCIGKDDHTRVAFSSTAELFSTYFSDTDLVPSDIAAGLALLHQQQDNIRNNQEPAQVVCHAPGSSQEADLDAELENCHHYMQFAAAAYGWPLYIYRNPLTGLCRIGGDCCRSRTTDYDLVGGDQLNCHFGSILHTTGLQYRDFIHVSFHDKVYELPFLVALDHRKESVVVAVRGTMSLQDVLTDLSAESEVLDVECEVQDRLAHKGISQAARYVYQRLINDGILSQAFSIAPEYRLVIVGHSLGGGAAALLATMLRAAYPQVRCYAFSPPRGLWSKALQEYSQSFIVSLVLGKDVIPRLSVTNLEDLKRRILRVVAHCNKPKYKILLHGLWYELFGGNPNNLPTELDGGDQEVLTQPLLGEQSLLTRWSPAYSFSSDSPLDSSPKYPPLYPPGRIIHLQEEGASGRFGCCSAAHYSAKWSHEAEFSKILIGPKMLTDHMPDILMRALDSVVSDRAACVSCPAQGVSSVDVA
HTR5A inv ag – counter-screen for OPRM1-OPRD1 inverse agonists: human HTR5A inverse agonism | actives 0.083% (n = 340,000) | inhibition, % at 9.3 µM | HTR5A cell line, luminescence | AID 504634; in the data active = inhibition mostly above about 23%, no sharp cut-off; inactive = mostly below about 18%;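 note: 0% = cells with DMSO and 100% = no-cell wells with DMSO; some compounds called inactive have numbers as strong as hits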
MOR-DOR inv ag – inverse agonists of human mu-delta opioid receptor heterodimerization | P35372+P41143 | cell-based MOR-DOR heterodimer luminescence, inverse agonism | inhibition, % at 9.3 µM | actives 0.21% (n = 340,000); in the data active = inhibition above about 22%, passing the limit was not always enough;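 note: 0% = cells with DMSO and 100% = wells without cells with DMSO; values of inactives mirror those of a sister screen read the other way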
PKA-R1A act – activators of PKA-R1A complex; P00514+P68181; PKA-R1A dissociation, Cy5-IP20 fluorescence polarization; scaled: DMSO 0%, 113 µM cGMP 100%; activation, % at 11.4 µM; actives 0.083% (n = 340,000); AID 504707;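 active = percent activation above the mean of all tested compounds plus 3 SD, cut at about 19% in these data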;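 note: higher means more PKAc released from R1A so a rise in polarization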
HTR5A ag – counter-screen for OPRM1-OPRD1 agonists: human HTR5A agonism. activation, % at 9.3 µM. HTR5A agonist assay, luminescence, cell-based. AID 504692. P47898. actives 0.61% (n = 340,000); in the data active = activation mostly above about 9.5%, no sharp cut-off; inactive = mostly below about 7.6%;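 note: 0% = cells with vehicle only and 100% = reference agonist; strong numbers were not always called active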
Active calls of the source: *; x = no result given. No enrichment for hits (roughly 2.4% active in at least one column).

SMILES	V-ATPase pHluor	Arrestin-AP2 inh	PKA-R2B activ	OPRM1-OPRD1 ag	DSG3 Ab inh	DAGLB inh	HTR5A inv ag	MOR-DOR inv ag	PKA-R1A act	HTR5A ag
CCn1nnc2cc(C(=O)Nc3cccc(S(=O)(=O)N(C)C)c3)ccc21	3	1	-11	-3.9	95	1	8	15	-3	1
Cc1ccc(S(=O)(=O)Nc2ccsc2C#N)cc1	-7	0	-5	-1.1	96	1	-6	5	9	2
CC(=O)c1ccc2noc(-c3cccc(F)c3)c2c1	-1	28	8	2.5	102	3	1	-11	-9	0
Cc1ccc(S(=O)(=O)N2CCC3(CC2)CC(=O)c2ccccc2O3)cc1	-4	33	-6	1.5	102	-3	16	-9	6	-5
COc1ccc(Nc2nc(N)nc(CSC(=S)N3CCN(c4ccccc4)CC3)n2)cc1	-3	30	-1	0.7	98	3	-14	-4	-1	-2
CCCCN1C=C(C(=O)OCC)C(=O)CC1	0	7	-1	-3.1	98	-1	6	15	-7	-2
COc1ccc(/C=C2\SC(=S)N(CC(=O)NCCO)C2=O)cc1	0	-3	-5	-3.0	88	-1	3	15	8	-1
CCc1c(C#N)c(SCc2c(C)noc2C)nc2c1C(=O)CC(C)(C)C2	-3	-8	-1	5.9	124	-12	-22	-32	-5	7
Cc1cc(C)n(CCCNC(=O)C(C)(C)Oc2ccc(Cl)cc2)n1	-3	11	-1	-1.7	89	0	-9	8	-6	3
COc1ccc(NC(=O)N2CCCC2C(=O)Nc2ccccc2)cc1 (configuration not stated)	-3	3	-5	-1.6	106	-6	-29	10	-4	-3
COc1ccc(-c2ccc(CN3C(C)C(=O)N(Cc4cn(CCC5OCCO5)nn4)CCS3(=O)=O)cc2)cc1OC (configuration not stated)	-2	x	-2	x	99	-1	x	x	-4	x
CCCCc1nc2ccccc2c(NC(=O)CN2CCCC2)c1CCC	3	26	-3	-2.2	109	2	4	13	-3	-1
CCn1cc(C(=O)N[C@@H](C)C(=O)OC)c(=O)c2cc3c(cc21)OCO3	0	55*	7	-1.5	93	-3	6	7	2	-2
COc1ccc(-c2csc(NC(=O)CN3C(=O)C4CCCCC4C3=O)n2)cc1OC (configuration not stated)	1	17	0	-1.4	102	4	1	7	-12	5
O=C(OCC(=O)N1CCCC1)c1c(Cl)ccc(Cl)c1Cl	-5	8	11	1.1	108	-4	-10	-6	-6	4
COc1ccc2c(c1)[C@H]1[C@H](CO2)[C@H](c2ccccc2)[C@@]2(C)C(=O)N[C@H](C)C(=O)N12	-2	-4	-3	-3.2	108	-1	-1	15	-1	0
Cc1nc2ccc(F)cc2cc1C(=O)NCC1CCCO1 (configuration not stated)	x	105*	-3	4.7	102	-1	-24	-28	-3	1
COc1ccc(CCNC(=O)C(C)SCC(=O)Nc2ccc(F)cc2)cc1 (configuration not stated)	0	-2	-2	-2.3	118	-1	-1	11	2	0
O=C(O)Cn1cnc2sc3c(c2c1=O)CCCC3	2	13	6	-3.0	99	-2	-7	16	-14	3
COc1ccc(/C=N/Nc2ncc(-c3ccccc3)cn2)c(OC)c1	-2	16	4	-2.9	99	3	-11	17	-1	3

As entered above:
Reading of CCCCN1C=C(C(=O)OCC)C(=O)CC1 in PKA-R2B activ: -1
Reading of COc1ccc(-c2ccc(CN3C(C)C(=O)N(Cc4cn(CCC5OCCO5)nn4)CCS3(=O)=O)cc2)cc1OC (configuration not stated) in DSG3 Ab inh: 99

Other results
SMILES	V-ATPase pHluor	Arrestin-AP2 inh	PKA-R2B activ	OPRM1-OPRD1 ag	DSG3 Ab inh	DAGLB inh	HTR5A inv ag	MOR-DOR inv ag	PKA-R1A act	HTR5A ag
Cc1cc(NS(=O)(=O)c2ccc(NC(=O)c3c(F)c(F)c(F)c(F)c3F)cc2)nc(C)n1	-4	16	4	-2.2	101	-1	-1	12	0	2
COc1cccc(C2N(c3ccc(Cl)cc3)C(=O)C3CCCN32)c1 (configuration not stated)	5	26	-4	-2.6	96	-3	8	13	2	-3
COC(=O)COc1ccc(S(=O)(=O)NCc2ccncc2)cc1	-2	-24	11	-3.3	127	-4	-3	15	13	7
COc1ccc(CCN(C)C2CCCN(S(=O)(=O)c3ccc(C)cc3)C2)cc1OC (configuration not stated)	-1	3	-3	-1.3	99	0	2	6	-6	-1
CCn1cc(C(=O)NCc2ccc3c(c2)OCO3)c(=O)c2cc(S(=O)(=O)N3CCOCC3)ccc21	-4	1	-4	0.1	95	2	4	0	4	-2
CCc1nc2ccccc2c(C(=O)Nc2cc(C)ccc2C)c1C	-3	3	4	-0.8	104	-2	-12	4	1	3
Cc1cc(NC(=O)CC2(CC(=O)O)CCCC2)n(C)n1	2	6	-1	-1.0	100	1	6	5	4	1
O=C(Cn1cnc2ccc(Cl)cc2c1=O)c1cccs1	7	-12	5	0.3	98	0	10	-2	-2	2
O=C(COc1ccc(S(=O)(=O)N2CCCCC2)cc1)NCc1ccccn1	0	-17	3	-2.5	109	0	-2	13	-8	1
COc1ccc(-c2noc(CSc3nc(-c4ccccc4)cc(=O)[nH]3)n2)cc1	-2	-6	-3	-0.4	107	2	-6	2	-4	-2
CC[C@@H](C)[C@H](CN[C@H](CNC)C(C)C)NC[C@@H](C)c1ccc(CC(C)C)cc1	0	3	12	13	108	-6	-31	-68	12	5
CCSc1nnc(NC(=O)COc2ccc(Cl)cc2)s1	5	-3	-11	-0.3	101	-3	-31	1	-15	5
COc1ccc(NC(=O)c2c[nH]c(=O)n(-c3ccc(C)c(C)c3)c2=O)c(OC)c1	3	-1	1	-1.7	98	-1	-10	10	-1	3
CCCn1c(=O)c2ccccc2n2c(SCC(=O)N3CCc4ccccc4C3)nnc12	0	13	1	-1.0	120	1	13	5	2	1
COc1cccc(CN(C)CC(=O)NCc2ccccc2Cl)c1	8	3	0	-1.4	110	-1	-16	8	5	-3
S=c1[nH]nc(CSCCOc2ccccc2)o1	-7	-29	1	-0.3	x	-1	9	1	-3	1
COc1ccc(C(CNC(=O)C(=O)Nc2ccc3c(c2)OCCO3)N2CCN(C)CC2)cc1 (configuration not stated)	-3	-14	4	0.3	105	2	5	-2	-6	-2
Cc1c(C(=O)NC(C)C2CC3CCC2C3)cccc1[N+](=O)[O-] (configuration not stated)	2	22	5	-0.7	107	-1	-2	3	0	-2
C=CCNC(=S)N1CCC(C(=O)c2ccc3c(c2)OCCO3)CC1	2	0	-1	-0.4	103	-5	-5	2	4	-4
CCc1nc(SCC(=O)NCCc2ccccc2)c2oc3ccccc3c2n1	-3	12	10	0.0	100	-2	-4	0	-6	1
Cn1c(SCc2nc(-c3cccs3)no2)nnc1C1CCCCC1	1	25	-6	-1.4	104	2	-24	8	2	2
CCOC(=O)/C(C#N)=C/C=C1\C=Cc2ccccc2N1CC	-1	1	4	-3.9	110	37*	20	20	1	-1
COc1ccc(OCC(=O)Nc2ccc(N3CCOCC3)cc2)cc1	2	9	3	-2.5	97	-1	-14	14	-5	4
CC(CNC(=O)COc1ccc2c(c1)OCO2)c1ccccc1 (configuration not stated)	4	1	2	-0.9	x	-12	9	4	7	-4
Cc1ccc(C)c(CSc2nnc(-c3cccnc3)o2)c1	1	-9	-5	-3.4	100	-2	-16	18	-5	-4
Cc1nn(C)cc1/C=N/n1nnnc1N	0	0	5	-2.3	98	1	3	12	2	-1
Cc1cc(OC(C)C(=O)N(Cc2cccs2)C2CCS(=O)(=O)C2)ccc1Cl (configuration not stated)	4	22	5	1.5	98	3	-12	-9	-2	4
CCOC(=O)c1[nH]c(C)c(C(=O)Nc2ccc3c(c2)CCC3)c1C	1	22	8	-0.3	106	-2	-17	2	1	-3
O=S(=O)(Nc1cccc2cccnc12)c1ccc(S(=O)(=O)N2CCCC2)cc1	-6	-5	11	-4.7	106	-1	30	27	5	2
Cc1c(C(=O)N2CCN(CCc3ccccn3)CC2)oc2ccc(Cl)cc12	-4	4	-5	-3.0	x	-2	11	16	-3	-3
CCn1cc(CN2CCN(Cc3ccccc3)C(CCO)C2)c2ccccc21 (configuration not stated)	2	1	-7	3.3	94	0	-5	-17	-4	2
Cc1ccc2nc(N3CCN(C(=O)CCC(=O)O)CC3)nc(-c3ccccc3)c2c1	1	6	2	-3.0	93	-1	-11	14	-15	3
Cc1ccc(S(=O)(=O)Nc2cccc(CP(=O)(c3ccccc3)c3ccccc3)c2)cc1	0	23	5	-3.5	100	1	-2	19	2	1
CCc1c(C)sc(NC(=O)c2ccc(Br)o2)c1C(=O)OC	5	-14	-7	-0.6	x	-9	4	4	3	-1
COc1ccc(C2Nc3ccc4ccccc4c3-c3c2c(=O)oc2ccccc32)cc1 (configuration not stated)	-7	9	2	5.0	119	-5	-2	-29	-10	12
Cc1cccc(Nc2ncccc2C(=O)O)c1C	5	-6	-7	-1.3	117	1	-18	7	-6	-3
CC(C)(C)OC(=O)N[C@@H](Cc1ccccc1)C(=O)NCC1CCC(C(=O)N[C@@H](CC(=O)O)C(=O)O)CC1 (some centres not stated)	-1	4	-5	-0.3	96	-3	15	1	-6	-4
Cc1ccc(NC(=O)CCN2C(=O)CSC2=O)cc1	2	6	4	-1.3	101	4	16	7	-8	-6
COc1ccc(CCNC(=O)CCS(=O)(=O)c2ccc(Br)cc2)cc1OC	-3	16	4	2.0	104	3	6	-10	-10	-2
Cc1ccc(-c2csc(NC(=O)c3ccccc3Cl)c2C(=O)O)cc1	-4	15	-3	-0.9	93	13	14	5	-9	-4
FC(F)(F)c1cnc2c(c1)Nc1ccccc1S2	3	3	-2	-0.6	108	4	8	3	-16	-3
Cc1ccc(S(=O)(=O)N(C)C[C@@H]2Oc3c(NC(=O)C4CC4)cccc3C(=O)N([C@@H](C)CO)C[C@@H]2C)cc1	3	6	-2	-0.6	90	1	10	3	5	-3
Cc1nn(-c2ccccc2)c(C)c1C(=O)OCC(=O)Nc1ccccc1C(F)(F)F	1	4	2	0.9	98	-6	-21	-4	-3	9
Cn1c(SCc2cccc(F)c2)nnc1-c1cnccn1	2	-20	-1	-3.2	77*	0	-26	16	-11	2
Cc1ccsc1C(=O)C1CCCN(Cc2cn(C)nc2-c2ccccc2)C1 (configuration not stated)	0	0	-6	-0.1	97	-1	2	1	5	-1
CCOc1ccccc1Nc1nnc(SCc2ccc(C(=O)OC)o2)s1	4	-3	5	-1.2	102	-1	1	6	1	2
O=C(COc1ccccc1C(=O)O)Nc1cccc2ccccc12	0	1	-13	-3.4	x	-2	-4	14	0	2
CCC(C)N(C(=O)CSc1nnc(-c2cccs2)n1C1CC1)C1CCS(=O)(=O)C1 (configuration not stated)	1	-7	-23	-3.4	96	-1	-46	18	-3	4
